# High-throughput results as filed in PubChem BioAssay.
# HP1b binding inh – blocks HP1-beta chromodomain binding to methylated histone tails; P83916; AlphaScreen HP1-beta / biotin-H3K9me3 peptide binding; Potency, µM (doses to about 114 µM), for the others: at the top dose activity change, negative = inhibition, actives largely listed as inhibitors; actives 0.56% (n = 390,000); AID 540317; further: nearly all actives have a fitted effect of over 70% in size; inactives centre near 23
#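 Compound inhibition of the preformed complex between 50 nM HP1-beta and 50 nM biotinylated H3K9me3 peptide was read by AlphaScreen. Buffer was PBS pH 7.4 with 0.01% Tween-20. Incubations ran 30 min at room temperature, with 10 ug/mL donor/acceptor beads.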
# RGS4 inhibitor – blocks human RGS4-accelerated GTP hydrolysis | P49798 | Transcreener GDP fluorescence polarization, RGS4-accelerated GTP hydrolysis | actives 0.039% (n = 390,000) | Potency, µM (series often up to 114 µM), without a hit: top-dose activity change, negative = inhibition, usual class: inhibitors; further: on the % scale 0 is the no-effect control and ±100 the full control effect; nearly all actives have a fitted effect of over 75% in size; some results filed as inactive show a strong effect at the top dose
#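 MLSMR compounds (23 nl, pin-transferred) preincubated 10 min at room temperature with a 500nM (2x) first reagent, then RGS4 at 900nM (2x) plus Transcreener GDP mix added; fluorescence polarization (620/688 nm) read before and after 90 min at 30 °C.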
# Pin1 inh – human Pin1 inhibition; Potency, µM (doses to about 115 µM), for inactives: top-dose activity, negative = inhibition, usual class: inhibitors; Q13526; actives 0.009% (n = 390,000); Pin1 FP peptide displacement, HiFluor488, 10 min; active means well fitted inhibition curve with a large enough effect in the polarisation, with a control signal flat, not every such curve was filed as active; inconclusive means small, poorly fitted or top-dose-only effect, or effect the other way, or a change in a side signal; inactive means no such curve, though single readings can be large or run the other way; the % refers to the polarisation; further: on the % scale 0 is the no-effect control and ±100 the full control effect
# ERG-DNA inh – blocks human ERG Ets domain binding to DNA; P11308; actives 0.028% (n = 370,000); fluorescence polarization, His-ERG Ets domain / labelled DNA; Potency, µM (series often up to 76.9 µM), for the others: top-dose FP activity, negative = inhibition, most hits filed as inhibitors; active means well fitted inhibition curve with a large enough effect in the polarisation, with a control signal flat; inconclusive means small, poorly fitted or top-dose-only effect, or effect the other way, or a change in a side signal; inactive means no such curve, though single readings can be large or run the other way; the % refers to the polarisation;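 further: polarization taken with two DNA probes labelled with fluorescein and Texas red; % of control where 0% means no effect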
# Target sequence (P11308 whole entry, looked up, the tested form may be a part): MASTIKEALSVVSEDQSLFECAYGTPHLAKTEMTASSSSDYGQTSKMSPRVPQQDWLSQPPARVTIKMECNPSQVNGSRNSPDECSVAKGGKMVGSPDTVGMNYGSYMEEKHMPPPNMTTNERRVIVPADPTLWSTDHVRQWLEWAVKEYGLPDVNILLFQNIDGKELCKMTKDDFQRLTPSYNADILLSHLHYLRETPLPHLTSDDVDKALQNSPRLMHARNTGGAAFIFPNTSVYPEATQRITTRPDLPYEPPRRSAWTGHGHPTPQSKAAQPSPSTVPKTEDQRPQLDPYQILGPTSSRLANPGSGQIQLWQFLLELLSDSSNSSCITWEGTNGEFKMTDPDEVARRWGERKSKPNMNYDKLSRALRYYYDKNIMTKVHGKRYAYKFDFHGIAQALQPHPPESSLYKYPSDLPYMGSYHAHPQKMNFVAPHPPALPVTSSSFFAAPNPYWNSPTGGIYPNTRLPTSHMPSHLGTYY
#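 His-tagged ERG Ets domain (1 uM in the protein solution; 300mM KCl, 50mM Tris-HCl, 1mM EDTA, 1mM DTT, pH 7.5) received compound, then a probe mix of 5 nM fluorescein-DNA and 100nM Texas-615-DNA. Fluorescence polarization was read for both dyes.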
# JMJD2A Tudor inh – inhibitors of human JMJD2A Tudor domain. AlphaScreen JMJD2A-Tudor / H3K4me3 peptide binding. O75164. Potency, µM (series often up to 114 µM), without a hit: at the highest dose activity change, negative = inhibition, usual class: inhibitors. actives 4.4% (n = 390,000); further: on the % scale 0 is the no-effect control and ±100 the full control effect; nearly all actives have a fitted effect of over 50% in size
# rTrxR1 inhibitor – rat TrxR1 inhibition; Potency, µM (highest dose often 114 µM), for the others: top-dose activity change, negative = inhibition, usual class: inhibitors; recombinant rTrxR1, NADPH fluorescence consumption, selenite substrate; O89049; actives 1% (n = 390,000); further: on the % scale 0 is the no-effect control and ±100 the full control effect; nearly all actives have a fitted effect of over 65% in size
# Target sequence (O89049 whole entry, looked up): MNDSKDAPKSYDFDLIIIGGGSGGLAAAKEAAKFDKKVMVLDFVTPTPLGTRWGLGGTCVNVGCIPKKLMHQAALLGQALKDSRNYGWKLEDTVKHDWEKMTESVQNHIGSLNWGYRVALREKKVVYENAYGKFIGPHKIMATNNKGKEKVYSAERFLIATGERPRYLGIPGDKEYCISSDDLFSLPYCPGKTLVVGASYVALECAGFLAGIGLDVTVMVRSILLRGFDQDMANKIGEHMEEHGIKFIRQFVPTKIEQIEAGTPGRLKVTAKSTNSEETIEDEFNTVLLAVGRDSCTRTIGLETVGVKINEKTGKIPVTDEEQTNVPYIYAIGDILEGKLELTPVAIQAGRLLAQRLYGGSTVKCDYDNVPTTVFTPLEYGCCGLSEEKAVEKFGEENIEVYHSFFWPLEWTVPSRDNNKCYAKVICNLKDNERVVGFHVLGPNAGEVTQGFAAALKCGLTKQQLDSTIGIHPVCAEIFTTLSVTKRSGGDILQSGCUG
#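 Rat TrxR1 (90 nM in the dispensed reagent) was pre-reduced with 400 uM NADPH for 5 min at room temperature, then incubated with compound for 15 min. After 400 uM selenite was added, NADPH fluorescence (Ex 340/Em 450 nm) was followed for 8 min.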
# GLS inhibitor – blocks human kidney-isoform glutaminase activity. Potency, µM (highest dose often 45.5 µM), for the others: at the highest dose activity change, negative = inhibition, hits mostly inhibitors. O94925. actives 0.21% (n = 410,000). GLS enzymatic activity, qHTS titration; further: on the % scale 0 is the no-effect control and ±100 the full control effect
#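 Human kidney-isoform GLS in 45 mM KH2PO4 pH 8.2, 0.02% Tween-20, with compound, started with 1mM L-Glutamine (added stock). Glutamate oxidase/HRP/Amplex red coupled fluorescence read at start and after 30 min at RT.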
# ALOX12 inh – inhibitors of human 12S-lipoxygenase ALOX12; P18054; purified 12hLO, xylenol orange hydroperoxide absorbance; Potency, µM (series often up to 108 µM), without a hit: at the highest dose activity change, negative = inhibition, most hits filed as inhibitors; actives 1.1% (n = 580,000); AID 1671190; further: on the % scale 0 is the no-effect control and ±100 the full control effect
#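 Purified human 12hLO at 150 nM in 25 mM Hepes, 0.01% Triton X-100, pH 7.0, preincubated 15 min at room temperature with compound. Reaction started with 40 uM arachidonic acid, 30 min at room temperature. Hydroperoxide measured by Fe-xylenol orange, 573/405 nm absorbance ratio.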
# Tb PGK inh – blocks T. brucei phosphoglycerate kinase; PGK/GAPDH coupled, Kinase-Glo luminescence, 60 min; Potency, µM (top dose mostly 57.5 µM), for inactives: at the highest dose activity change, negative = inhibition, most hits filed as inhibitors; P07378; AID 602233; actives 0.043% (n = 380,000); further: on the % scale 0 is the no-effect control and ±100 the full control effect; nearly all actives have a fitted effect of over 60% in size
#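 Recombinant glycosomal PGK reaction used 1,3-bisphosphoglycerate generated in-well by GAPDH (100nM final) in 100mM TEA pH 7.6, 5mM MgCl2, 0.01% Tween-20. After 60 minutes at room temperature, ATP was read by Kinase-Glo Plus luminescence end-point.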
# * hit, by the source's call; i = inactive; ? = inconclusive; . = not tested or not shown; [ ] = another dose, or the depositor's remark. Unless noted, the call rests on the fitted dose curve; in most records, active means well fitted curve in the direction sought with a large enough effect; inconclusive means small, poorly fitted or top-dose-only effect, or another doubt; inactive means no such curve, though single readings can be large; an effect the other way counts as inactive or inconclusive. Potency means the concentration at half of the fitted maximal effect. An excerpt (hit frequency here may not be typical).
(1) CCC(C(=O)Nc1cc(-c2cn3cccnc3n2)ccc1C)c1ccccc1 (stereo not given)
(2) COc1ccc(/C=N/N=C(\N)c2nonc2N)cc1OC
(3) O=C(CCNC(=O)c1ccccc1Cl)Nc1nc(-c2ccc(F)cc2)cs1
(4) CCOC(=O)C1=C(N)N(c2ccccc2)C2=C(C(=O)CCC2)C1c1cccnc1 (stereo not given)
(5) O=C(NCCN1CCOCC1)c1cc(-c2cccs2)nc2ccccc12
(6) CCOc1cc(/C=N/N2CCOCC2)ccc1OCc1ccc(C(=O)OC)o1
(7) CC(C)(C)N(Cc1nc(-c2ccccc2)no1)C(=O)c1ccc2c(c1)OCO2
(8) CCOc1ccc(C(=O)c2cc([N+](=O)[O-])ccc2Cl)cc1

entry no.	1	2	3	4	5	6	7	8
HP1b binding inh	29%[57 µM]	12%	24%	16%	30%	-3%	12%	?
RGS4 inhibitor	-35%	-9%	-1%	-14%	-7%	-8%	6%	18%
Pin1 inh	22%	-3%	1%	0%	0%	1%	-1%	-9%
ERG-DNA inh	3%	7%	0%	-4%	4%	-15%	-5%	-12%
JMJD2A Tudor inh	22µM*	-5%	-18%	-10%	-4%	-35%	6%	?
rTrxR1 inhibitor	16%[57.1 µM]	13%[57.1 µM]	8%	3%	-22%	13%[57.1 µM]	14%	12%[57.1 µM]
GLS inhibitor	0%	-2%	4%	11%	-1%	0%	1%	1%
ALOX12 inh	-15%	3%	-29%	-16%	i	3%	?	0%
Tb PGK inh	-8%	i	4%	9%	-6%	-2%	9%	i

(9) CCN(CC)C(=O)c1ccc(NS(=O)(=O)c2ccc(/C=C/C(=O)O)cc2)cc1
(10) CC(C)(C)c1ccc(OCCNC(=O)c2ncn[nH]2)cc1
(11) O=C(Nc1ccc(Cl)cn1)c1cccc(S(=O)(=O)N2CCOCC2)c1
(12) Cc1ccccc1S(=O)Cc1ccc(C(=O)NCCN2CCOCC2)o1 (stereo not given)
(13) COC(=O)c1ccc(COc2ccc(C(=O)c3ccccc3)cc2)o1
(14) CCC(=O)N1CCN(c2ccc(Cl)cc2NC(=O)c2cccc([N+](=O)[O-])c2)CC1
(15) CCOC(=O)Cn1ccc(-c2ccccc2)c(C#N)c1=O
(16) CCn1c(SCc2ccc(C)cc2)nnc1-c1nn(-c2ccccc2)ccc1=O

entry no.	9	10	11	12	13	14	15	16
HP1b binding inh	26%	34%	33%	62%[activator]	58%[activator]	24%	45%[activator]	22%
RGS4 inhibitor	13%	-11%	-13%	-5%[56.9 µM]	-8%	15%	-5%	7%
Pin1 inh	1%	?	2%	-3%	11%	0%	6%	-1%
ERG-DNA inh	-3%	0%	-3%	-6%	-8%	0%	5%	-4%
JMJD2A Tudor inh	0%	5%	-3%	-3%	18%	-17%	1%	-29%
rTrxR1 inhibitor	8%[57.1 µM]	0%	17%	10%	-15%	3%	10%	-8%[57.1 µM]
GLS inhibitor	5%	0%	-11%	-3%	-2%	5%	-2%	21%
ALOX12 inh	-4%	3%	?	9%	-24%	2%	-6%	0%
Tb PGK inh	9%	3%	i	-3%	-5%	-9%	-10%	8%

(17) COc1ccc(C(C)(C)C)cc1NC(=O)COC(=O)CN1C(=O)NC2(CCCCC2C)C1=O (stereo not given)
(18) Cc1ccc(NS(=O)(=O)c2ccc(C(=O)NC3CCN(Cc4ccccc4)CC3)cc2)cc1
(19) CCc1ccc(-n2c3nc(=O)[nH]c(=O)c-3cc3c(C)nn(-c4ccccc4)c32)cc1
(20) Cc1sc2nc(CN(C(=O)NC3CCCCC3)C3CCCC3)[nH]c(=O)c2c1C
(21) CCOc1ccc(-n2c(=O)c3c(C)c(C)sc3n(Cc3ccccc3C)c2=O)cc1
(22) O=C1ON=C(c2ccccc2)/C1=C/c1ccco1
(23) C=CCOc1c(Cl)cc(CNCCC)cc1Cl
(24) CN(CC(=O)Nc1ccccc1Cl)C(=O)CSc1nc2ccccc2s1

entry no.	17	18	19	20	21	22	23	24
HP1b binding inh	22%	?	20%	32%	12%	12%	24%	30%
RGS4 inhibitor	-6%	3%	10%	-1%	6%	?	13%	-16%
Pin1 inh	0%	-10%	2%	6%	-8%	?	?	5%
ERG-DNA inh	4%	2%	1%	0%	0%	66%[activator]	-1%	-2%
JMJD2A Tudor inh	-25%	?	-7%	-27%	-12%	-36%	-6%[57.1 µM]	-4%
rTrxR1 inhibitor	4%[57.1 µM]	0%	4%	15%	22%	-21%	-16%	-11%
GLS inhibitor	-5%	9%	10%	-6%	-5%	?	2%	2%
ALOX12 inh	-11%	?	-5%	16%	-1%	7.9µM*	-7%	-18%
Tb PGK inh	2%	6%	0%	10%	.	-7%	-2%	3%

(25) CC(=O)N(C(C)=O)c1ncnc2c1c(-c1ccc(Cl)cc1)nn2C(C)(C)C
(26) CCN(CC)S(=O)(=O)c1cc(NC(=O)CCCOc2ccc(C(C)=O)cc2)ccc1C
(27) O=C(O)CCC(=O)CCC(=O)c1ccccc1
(28) Cc1ccc(C)c(N2CCN(c3cc(C)nc4c(-c5ccc(Cl)cc5)c(C)nn34)CC2)c1
(29) COc1ccc(CC(=O)Nc2ccc(-c3noc(COc4ccccc4C)n3)cc2)cc1
(30) COc1ccc(-c2nc3ccccc3o2)cc1NC(=O)c1ccc(-c2ccc(Br)cc2)o1
(31) CCCCN(C(=O)c1cccc(S(=O)(=O)N2CCOCC2)c1)c1c(N)n(CCC)c(=O)[nH]c1=O
(32) CCOc1ccc(-c2c(C)nn3c(C)c(C(=O)Nc4ccccc4C(=O)OC)cnc23)cc1OCC

entry no.	25	26	27	28	29	30	31	32
HP1b binding inh	58%[activator]	9%	26%	52%[activator]	13%	25%	26%	-17%
RGS4 inhibitor	0%	-17%	7%	8%	1%	-14%	22%	-3%
Pin1 inh	-5%	9%	-1%	1%	11%	1%	-21%	-2%
ERG-DNA inh	-5%	-7%	6%	-2%	-9%	6%	-1%	0%
JMJD2A Tudor inh	10%[57.1 µM]	-25%	40%[activator]	6%	-16%	8%	-3%	-21%
rTrxR1 inhibitor	5%[57.1 µM]	10%[57.1 µM]	-14%	-4%	9%[57.1 µM]	-2%	31%	6%[57.1 µM]
GLS inhibitor	-10%	13%	1%	5%	5%	-4%	-2%	-3%
ALOX12 inh	-12%	4%	?	0%	-16%	-20%	0%	-18%
Tb PGK inh	-5%	-7%	-5%	.	8%	-9%	-4%	.

# Single records, from the list above. Order of values: HP1b binding inh, RGS4 inhibitor, Pin1 inh, ERG-DNA inh, JMJD2A Tudor inh, rTrxR1 inhibitor, GLS inhibitor, ALOX12 inh, Tb PGK inh
# Profile of CCOc1ccc(-c2c(C)nn3c(C)c(C(=O)Nc4ccccc4C(=O)OC)cnc23)cc1OCC : -17%, -3%, -2%, 0%, -21%, 6%[57.1 µM], -3%, -18%, .
# Profile of COc1ccc(-c2nc3ccccc3o2)cc1NC(=O)c1ccc(-c2ccc(Br)cc2)o1 : 25%, -14%, 1%, 6%, 8%, -2%, -4%, -20%, -9%

# Later entries:
(33) NC(=S)N/N=C/c1cccc(Br)c1
(34) C[C@H](O)[C@@H]1C(=O)N2CCc3ccc(-c4cccc(F)c4)cc3[C@@H]2C[C@@H]1N(C)C(=O)C(C)(C)C
(35) Cc1nnc(SCC(=O)NC2CCCCC2)n(N)c1=O
(36) CCCN(c1ccc(OCC)cc1)S(=O)(=O)c1ccc2c(c1)NC(=O)CO2
(37) Cc1ccc([N+](=O)[O-])cc1NC(=O)CCc1ccccc1
(38) O=C(c1ccc(Cl)cc1Cl)N1CCC(c2nc3c(nnn3Cc3ccco3)c(=O)[nH]2)CC1
(39) O=C(Nc1cccnc1)c1coc(=O)c2ccccc12
(40) CCc1ccc(NC(=O)CSc2ccc3nnc(CCNS(=O)(=O)c4ccc(OC)cc4)n3n2)cc1

entry no.	33	34	35	36	37	38	39	40
HP1b binding inh	7%	0%	24%	29%	6%	11%	38%	-1%
RGS4 inhibitor	-11%	6%	18%	2%[56.9 µM]	14%	-34%	-12%	16%
Pin1 inh	1%	?	-5%	3%	-1%	-11%	-8%	2%
ERG-DNA inh	12%	67%[activator]	0%	16%	-3%	0%	3%	-2%
JMJD2A Tudor inh	-20%	-25%	-14%	-26%	-14%	-10%	-4%	-19%
rTrxR1 inhibitor	-1%[57.1 µM]	10%	13%	17%	21%[57.1 µM]	-19%	-7%	19%
GLS inhibitor	5%	0%	7%	5%	0%	25%	10%	-14%
ALOX12 inh	?	-12%	20%	?	-14%	108%	-9%	-12%
Tb PGK inh	-8%	2%	i	-10%	-5%	i	-7%	-5%

(41) CC(/C=N/NC(=O)c1ccncc1)=C\c1ccc(C(C)C)cc1
(42) O=C(NCc1cccnc1)/C(=C\c1ccc(-c2ccc(Br)cc2)o1)S(=O)(=O)c1ccccc1
(43) CC(=O)N1CCN(c2ccccc2NC(=O)COc2cc(C)cc(C)c2)CC1
(44) COc1ccc(NC(=O)c2ccc3nc[nH]c3c2)c(OC)c1

entry no.	41	42	43	44
HP1b binding inh	33%	-5%	5%	24%
RGS4 inhibitor	-3%	?	?	-15%
Pin1 inh	-4%	24%	-1%	14%
ERG-DNA inh	2%	-3%	2%	0%
JMJD2A Tudor inh	-12%	?	50µM*	-15%
rTrxR1 inhibitor	31%[activator]	32µM*	15%[57.1 µM]	8%
GLS inhibitor	-3%	8%	-4%	2%
ALOX12 inh	24%	-12%	16%	26%
Tb PGK inh	-5%	6%	2%	-4%
